UBC13 inh: UBC13 polyubiquitin chain formation inhibitors, primary screen, biochemical, TR-FRET, uHTS; Ubiquitin-conjugating enzyme E2 N (Homo sapiens), P61088; inhibition, % at 20 µM; 0.47% of 330,000 active; AID 485273, 2010; in the data active = inhibition above about 45%, passing the limit was not always enough
Target sequence (P61088 whole entry, looked up): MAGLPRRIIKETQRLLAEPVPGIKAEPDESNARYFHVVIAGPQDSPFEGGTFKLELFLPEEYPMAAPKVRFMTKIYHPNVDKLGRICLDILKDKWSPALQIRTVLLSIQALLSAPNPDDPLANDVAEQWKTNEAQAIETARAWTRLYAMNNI
SENP7 inh: SENP7 protease inhibitors, primary screen, biochemical, luminescence, uHTS; 1.5% of 330,000 active; AID 434973, 2010; recombinant SENP7, Z-RLRGG-aminoluciferin luminescence, 40 min; Sentrin-specific protease 7 (Homo sapiens), Q9BQF6; inhibition, % at 5 µM;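 active = inhibition above about 50% at the single test dose, limit read from the data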;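 also: plate controls were DMSO with enzyme for no effect and no enzyme buffer wells for full effect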
SENP6 block: SENP6 protease inhibitors, primary screen, biochemical, luminescence, uHTS; Recombinant SENP6 catalytic domain, aminoluciferin luminescence; inhibition, % at 10 µM; Sentrin-specific protease 6 (Homo sapiens), Q9GZR1; 1.8% of 330,000 active;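 active = inhibition above about 50% at the single tested dose, limit read from the data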;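 also: plate controls were DMSO wells with enzyme for no effect and DMSO wells lacking enzyme for full effect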
Target sequence (Q9GZR1 628-1112 limits assumed): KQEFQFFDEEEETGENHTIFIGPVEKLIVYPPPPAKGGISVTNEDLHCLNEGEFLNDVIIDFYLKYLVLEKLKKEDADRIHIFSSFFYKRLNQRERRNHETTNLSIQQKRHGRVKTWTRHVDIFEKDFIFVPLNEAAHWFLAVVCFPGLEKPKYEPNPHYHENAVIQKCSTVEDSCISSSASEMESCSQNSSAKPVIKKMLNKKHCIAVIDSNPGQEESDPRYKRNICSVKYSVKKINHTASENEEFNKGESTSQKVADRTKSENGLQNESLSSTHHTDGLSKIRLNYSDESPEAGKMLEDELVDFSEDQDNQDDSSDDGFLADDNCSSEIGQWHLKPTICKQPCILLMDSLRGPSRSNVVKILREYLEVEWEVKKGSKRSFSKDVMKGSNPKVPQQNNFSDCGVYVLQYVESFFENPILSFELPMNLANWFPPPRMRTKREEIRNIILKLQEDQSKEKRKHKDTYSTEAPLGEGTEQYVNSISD
SENP8 block-1: SENP8 protease inhibitors, primary screen, biochemical, luminescence; 1.2% of 330,000 active; purified SENP8, Z-RLRGG-aminoluciferin cleavage; inhibition, % at 10 µM; Sentrin-specific protease 8 (Homo sapiens), Q96LD8; AID 2540, 2010; in the data active = inhibition above about 50%
Target sequence (Q96LD8 whole entry, looked up): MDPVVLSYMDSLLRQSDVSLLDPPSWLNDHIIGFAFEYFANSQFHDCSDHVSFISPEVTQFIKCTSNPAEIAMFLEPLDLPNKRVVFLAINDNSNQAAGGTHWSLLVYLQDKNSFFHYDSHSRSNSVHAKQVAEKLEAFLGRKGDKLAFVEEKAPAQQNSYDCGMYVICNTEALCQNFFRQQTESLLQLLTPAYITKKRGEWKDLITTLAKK
SENP1 inh: human SENP1 catalytic domain inhibitors, primary screen, biochemical, FRET, uHTS; Sentrin-specific protease 1 (Homo sapiens), Q9P0U3; recombinant SENP1 catalytic domain, CyPet-SUMO1-YPet FRET cleavage; inhibition, % at 10 µM; 0.21% of 360,000 active;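 active = inhibition at least 30% at 10 µM, raw YFP signal under a set limit, fluorescence ratio 0.5 to 1.5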;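 also: 0% = enzyme with DMSO and 100% = no enzyme wells; some results filed as inactive read as strong as hits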
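Test system: recombinant human SENP1 catalytic domain, His6-tagged / Medium: pH 8 Tris buffer with EDTA, NaCl, BME, BSA, NP40, catalase / Also added: SUMO1 FRET substrate flanked by Cypet and Ypet, 25 nM / Times: 50 min reaction at room temperature / Signal: FRET, CFP and YFP emission / Control set: no-enzyme low control and enzyme-plus-DMSO high control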
MIN6 prolif: inducers of MIN6 beta-cell proliferation, primary screen, ATP luminescence, uHTS; AID 2380, 2010; 0.29% of 330,000 active; MIN6 cells proliferation, ATPlite luminescence, 48 h; cells starved in 0.2% serum; 100% = growth in 10% serum; proliferation, % at 10 µM;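 active = compounds whose signal lies at least 3.5 SD above the mean of all wells on their plate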;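 also: 0% = DMSO-treated cells in low-serum medium and 100% = 10% serum control; some compounds called inactive have numbers as strong as hits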
SENP8 block-2: human SENP8 protease inhibitors, primary screen, biochemical, fluorescence, Nedd8 protein substrate, uHTS; Sentrin-specific protease 8 (Homo sapiens), Q96LD8; recombinant SENP8; inhibition, % at 20 µM; 0.64% of 360,000 active; AID 602440, 2012; in the data active = inhibition mostly above about 40%, no sharp cut-off; inactive = mostly below about 27%
HKDC1 inhibitor: HKDC1 hexokinase inhibitors, primary screen, biochemical, fluorescence, uHTS | recombinant HKDC1, G6PDH/diaphorase resazurin coupled fluorescence | 0.16% of 340,000 active | Q2TB90 | AID 493160, 2011 | inhibition, % at 20 µM;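 active = inhibition above about 35% when tested at 20 µM, limit read from the data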;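 also: plate controls were DMSO wells with enzyme for no effect and DMSO wells lacking enzyme for full effect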
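Assay system – recombinant HKDC1 (HK5) hexokinase enzyme, produced in-house · Input – HKDC1 at 5 µg/mL · Reagent – glucose plus 1 mM ATP as hexokinase substrates · Timing – 90 min reaction incubation at room temperature, dark · Measured by – G6PDH/diaphorase-coupled fluorescence, 1 mM NADP, 100 µM resazurin, 525/613 nm · Benchmarks – DMSO-enzyme wells negative, buffer-substituted wells positive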
PfGluPho inh: PfG6PD enzyme inhibitors, primary screen, biochemical, fluorescence intensity, uHTS; glucose-6-phosphate dehydrogenase-6-phosphogluconolactonase (Plasmodium falciparum 3D7); PfGluPho enzyme, NADPH resazurin-diaphorase fluorescence; inhibition, % at 20 µM; 0.78% of 350,000 active;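 active = inhibition reaching at least a set limit at 20 µM in the primary screen, cut at about 59% in these data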;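 also: 0% = DMSO wells with substrate and 100% = DMSO wells lacking glucose-6-phosphate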
An asterisk follows results filed as active; / = no result given.

Values run as follows: UBC13 inh	SENP7 inh	SENP6 block	SENP8 block-1	SENP1 inh	MIN6 prolif	SENP8 block-2	HKDC1 inhibitor	PfGluPho inh
C#CCOCCOCCOCCNc1nc(N2CCN(C(=O)[C@H]([C@@H](C)CC)n3cc(CCCCN)nn3)CC2)nc(N2CCN(C(=O)[C@H]([C@@H](C)CC)n3cc(CCCN=C(N)N)nn3)CC2)n1
  53.0*	6.5	-9.8	-15.4	0.0	-1.4	24.7	-7.2	-12.6
CC12CCC(=O)N1C(C(=O)Nc1nc(-c3ccccc3)cs1)CS2 (stereo not drawn)
  -1.7	8.7	-8.7	-19.5	-0.4	-2.0	5.2	-4.5	-12.2
CCc1ccc2nc(Nc3ccc(OC)cc3OC)c(C#N)cc2c1
  25.9	2.7	-15.1	5.9	-2.3	-0.8	7.6	-7.1	7.6
CCOc1ccc(Cn2ccnc2)cc1[N+](=O)[O-]
  -14.1	8.8	1.2	0.1	1.6	0.0	21.5	-12.2	-0.6
O=c1[nH]c2ccccc2c(O)c1Cc1ccccc1
  -0.3	4.1	3.9	5.6	2.2	-3.9	-68.7	-7.5	-3.8
Cc1ccc(-n2nc(C)c3cc(C(=O)O)sc32)cc1
  -2.6	-2.9	-25.2	-6.9	0.1	2.2	19.8	5.6	-28.0
C/C(=N\N=C(N)N)c1ccc(Cl)cc1
  9.4	-6.6	-2.1	-6.0	0.5	-1.4	17.7	-13.2	1.9
CCCn1c2ccccc2c2cnn(CC(=O)NC3CCN(Cc4ccccc4)CC3)c(=O)c21
  21.3	-1.5	7.0	3.4	-0.7	-4.7	-50.5	-4.0	-1.0
Nc1ccc(Nc2nc(-c3cccs3)cs2)cc1
  1.0	2.4	-11.4	36.7	1.2	-4.2	11.4	-3.6	19.6
Cc1ccc(-c2ccc(=O)n(CC(=O)N3CCN(c4cccc(C)c4)C(C)C3)n2)cc1 (stereo not drawn)
  -3.8	4.6	-11.8	-0.5	2.5	-3.0	14.0	12.4	-5.3
CSCc1ccc(C(=O)N2CCCC(Nc3ccc(F)cc3)C2)o1 (stereo not drawn)
  0.1	4.6	14.7	-1.7	-0.8	-5.7	2.0	-3.1	5.6
O=C(CN1C(=O)C2CC=CCC2C1=O)NCc1ccc2c(c1)OCO2 (stereo not drawn)
  -1.0	0.7	2.8	-0.3	-1.6	1.9	17.3	-7.5	1.9
CC(=O)c1nc(N2C(=O)CC(Cc3cc(C)cc(C)c3)C2=O)sc1C (stereo not drawn)
  -12.8	-10.0	-16.3	-11.0	1.4	-1.3	8.7	-5.4	-0.9
O=C(O)CC(C(=O)O)c1cn(Cc2ccccc2)c2ccccc12 (stereo not drawn)
  -8.7	0.6	-16.4	-10.0	-7.0	-3.0	-1.2	-2.0	-14.8
CC(=O)Oc1ccc(-c2cccc(C(=O)NCC(=O)O)c2)cc1
  1.3	-2.3	-12.2	-4.4	1.7	1.4	5.9	-2.3	-8.8
Cc1noc(/C=C/N(C)C)c1S(=O)(=O)N1CCCC(C(=O)NC(C)c2ccccc2)C1 (stereo not drawn)
  8.9	-5.3	-1.0	-2.0	3.9	-1.9	4.9	-6.7	-10.9
Cc1c(NC(=O)CSc2nncn2-c2ccccc2)c(=O)n(-c2ccccc2)n1C
  -7.8	-9.0	-9.9	-10.6	-1.2	0.2	13.2	-2.7	-24.2
C=CCc1cc(/C=N/n2cnnc2)cc(OCC)c1O
  -0.4	-1.9	4.2	-9.1	7.1	-0.2	-55.3	2.0	8.7
COc1cc(C(C)=O)ccc1OCC(O)CN(CCO)Cc1ccccc1 (stereo not drawn)
  5.2	-0.5	-7.1	-3.6	1.1	-1.3	17.7	-7.9	-2.2
COc1cccc(NC(=O)CN2C(=O)COc3ccc(S(=O)(=O)N4CCOCC4)cc32)c1
  1.9	4.4	-7.9	1.6	2.4	1.1	2.9	2.1	-20.0
Cc1cc(C)n(Cc2cc(C(=O)O)c3ccccc3n2)n1
  -5.5	-9.2	-11.9	-9.5	-9.6	-0.3	11.9	0.2	11.5
CC(=O)Nc1ccccc1NC(=O)C/C(C)=N/NC(=O)c1ccncc1
  4.6	2.5	-2.8	-1.5	5.8	-2.5	-2.3	-11.3	-11.2
O=C(COC(=O)c1ccccn1)Nc1cccnc1Cl
  -0.7	-3.0	1.8	3.8	-4.9	-0.7	1.1	-1.9	1.3
O=C(CCNC(=O)Cn1ccc2ccccc2c1=O)NCc1ccc(F)cc1Cl
  18.9	-6.7	-18.2	-2.5	2.7	-0.7	-10.2	-5.2	20.7
COc1cc(OC)cc(C(=O)Nc2ccc(Nc3ccccc3)cc2)c1
  6.0	58.0*	79.5*	60.3*	-1.2	-4.9	2.8	1.7	28.8
Cc1cccn2c(=O)c3cc(C(=O)NC4CCCC4)c(=N)n(CCCN4CCOCC4)c3nc12
  -2.9	-0.1	5.4	7.0	-21.2	1.3	-320.8	-6.1	-4.2
CCn1c(-c2nn(C)c(C)c2Cl)n[nH]c1=S
  4.2	-7.7	-2.8	-6.1	1.6	-0.8	5.7	-2.6	11.5
COc1ccc(-n2nnnc2SCC(N)=O)cc1
  -1.6	3.3	9.9	5.5	3.6	2.7	25.6	-6.3	-0.3
Cc1ccc(F)cc1S(=O)(=O)NCc1ccc(N2CCN(C)CC2)cc1
  9.6	3.8	-10.3	8.0	1.4	-0.9	5.8	-7.3	13.2
O=C(COC(=O)c1ccc(S(=O)(=O)N2CCCC2)cc1)Nc1ccc(N2CCOCC2)cc1
  -3.4	-1.6	3.8	7.2	2.3	4.1	3.4	-11.6	-12.0

Next section:
Values run as follows: UBC13 inh	SENP7 inh	SENP6 block	SENP8 block-1	SENP1 inh	MIN6 prolif	SENP8 block-2	HKDC1 inhibitor	PfGluPho inh
Nc1c(C(=O)Nc2ccccc2F)sc2nc(-c3ccco3)ccc12
  2.8	-0.2	-16.5	9.0	-22.5	-2.0	-293.9	1.3	29.3
CCCCCn1nc(C(=O)N(CC)c2c(N)n(CCCC)c(=O)[nH]c2=O)c2ccccc2c1=O
  3.9	4.5	6.7	1.2	-2.8	-2.9	-1.4	-7.4	10.7
CC1CCc2cc(F)ccc2N1C(=O)c1cnc2sccn2c1=O (stereo not drawn)
  -4.1	-7.6	-4.4	-7.1	1.3	-0.1	23.6	1.6	5.5
CCOc1ccc(N(C)Cc2cc(=O)oc3ccc(OCC)cc23)cc1
  3.7	-0.9	10.1	-1.3	3.9	-2.3	-4.9	4.0	6.0
O=C(CCC1CCCN(c2ncccn2)C1)NCc1ccccc1F (stereo not drawn)
  2.9	-5.7	-18.9	-5.2	-0.3	5.3	-37.3	-1.8	-11.2
CC(=O)c1cccc(S(=O)(=O)N2CCC(n3nnc4cc(F)ccc43)CC2)c1
  -9.8	-7.9	-14.1	-1.0	2.3	0.8	19.0	-1.8	-0.2
CCOc1cc(C(=O)NC)cc(OCC)c1OCC
  -3.4	6.0	-15.0	2.2	1.9	-3.4	14.3	-14.8	6.0
Cc1ccnc(SCC(=O)n2c3c(c4ccccc42)CC(C)CC3)n1 (stereo not drawn)
  -0.9	9.7	-25.9	-6.5	2.1	-2.3	-27.6	2.1	29.1
S=C(Nc1ccc(Cl)cc1)c1nc2ccccc2s1
  -0.7	57.3*	18.3	1.2	-0.8	-2.5	31.0	-4.5	-1.0
O=C1CCC(=O)c2ccc3c4c(ccc1c24)CC3
  /	/	/	/	-7.0	/	-453.7	5.0	36.2
Cc1ncc([N+](=O)[O-])n1CCO
  -6.6	-13.1	-12.2	-4.1	1.9	0.6	7.8	-7.9	-2.9
CCCCC(=O)NNC(=O)c1c(O)c2ccccc2[nH]c1=O
  4.6	1.9	7.6	-2.8	-2.1	-1.4	16.8	-6.1	-20.2
Cc1ccc(-n2cc(CNC(C)c3cnn(C)c3C)c(-c3ccc(F)cc3)n2)cc1 (stereo not drawn)
  16.1	-1.1	-5.6	0.2	-1.6	-4.9	14.7	4.6	5.9
O=C(c1ccccc1)N1CCN(C(=O)c2ccc([N+](=O)[O-])cc2)CC1
  12.7	-10.3	-15.6	-5.0	0.4	0.3	21.0	1.9	-7.5
O=C(CSc1ncnc2c1oc1ccccc12)NCc1ccco1
  -11.2	-1.1	9.6	0.7	-2.8	-1.7	8.3	-8.3	21.6
O=C(CSc1ccccc1)NCCCc1ccccc1
  -6.6	-2.5	-23.9	7.3	1.6	-3.0	3.3	-6.4	9.9
Nc1nonc1-n1nnc(C(=O)N/N=C/c2ccc(O)cc2)c1COc1ccc(F)cc1
  -11.3	5.8	-23.6	-3.2	0.7	1.7	-70.8	-7.1	27.9
CN(C)C(=O)CCc1ccc2c3c([nH]c2c1)[C@]1(CCc2ccccc2)[C@@H](C(=O)N2CCCCC2)C[C@H](CC(=O)NCCCn2ccnc2)C(=O)N1CC3
  /	-7.2	/	/	1.8	/	-2.3	10.8	18.8
CC(=O)Nc1ccc(S(=O)(=O)N[C@@H](C)C(=O)Nc2ccc(N3CCOCC3)cc2)cc1
  0.6	2.5	-17.1	-2.7	-0.1	-0.6	32.1	-5.2	-8.3
CCOC(=O)C1(Cc2ccccc2C)CCCN(C(=O)c2cc(C3CC3)[nH]n2)C1 (stereo not drawn)
  -4.6	0.1	0.9	-1.8	-1.0	-1.0	3.0	8.3	-19.5
CC(NC(=O)C(=O)N1CCCCC1)C(c1cccs1)N1CCN(c2ccccc2F)CC1 (stereo not drawn)
  -5.3	-3.3	-4.3	-2.9	-0.1	-3.9	15.1	-6.5	-0.5
O=C(COC(=O)CCC1CCCC1)Nc1ccccc1Sc1ccccc1
  -3.7	4.7	-3.7	-3.5	3.6	-2.0	16.6	-3.4	20.1
Cc1cc(-c2ccc(F)cc2)nc2cc(C(N)=O)nn12
  8.5	6.4	-8.0	3.3	-12.8	5.4	-454.3	-6.4	-18.5
CCOC(=O)N1CCN(C2CC(=O)N(c3ccc(F)cc3)C2=O)CC1 (stereo not drawn)
  0.5	-9.4	-0.2	-0.8	3.1	-3.3	8.3	-4.2	-6.9
CCn1nc(C(=O)OCC(=O)N2CC(=O)Nc3ccccc32)c2ccccc2c1=O
  3.4	4.5	9.1	-1.3	0.5	5.4	18.6	-14.6	-9.2
COc1ccccc1C=NN1C(=O)CSC1=S
  /	/	/	/	2.5	/	-5.6	-0.8	6.9

Hits appear at their usual frequency; 4% or so of the library scored in one or more.
